Dengue-2 NS5 capping = Dengue-2 NS5 methyltransferase inhibitors, primary screen, biochemical, confirmation dose response (AID 588689). Dengue-2 NS5 methyltransferase capping enzyme assay, biochemical; higher % means a stronger effect. inhibition, % at 25 µM, or IC50 in µM where a hit was titrated. 340,000 tested, 0.3% active; in the data active = a potency from the dose series
Rac1 GTP hydrolysis = MgcRacGAP GTPase-activating activity inhibitors, confirmation, biochemical, ADP Hunter fluorescence; MgcRacGAP-stimulated Rac1 GTP hydrolysis, ADP Hunter fluorescence; higher % means a stronger effect; GST-tagged Rac1 F28L mutant substrate; inhibition, % at 30 µM, or IC50 in µM where a hit was titrated; 340,000 tested, 0.6% active; AID 624330;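 active = first-screen hits whose inhibition reached a set limit at any dose in the follow-up dose series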;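 note: fluorescence reports GDP produced by GAP-driven GTP hydrolysis; strong numbers were not always called active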
RSV antiviral HEp-2 = RSV antiviral activity via CPE protection, HEp-2 cells, primary 10 µM value included (AID 2391) | CPE inhibition, % at 10 µM, or IC50 in µM where a hit was titrated | HEp-2 cells, RSV-induced CPE inhibition; higher % means a stronger effect | 310,000 tested, 0.13% active; in the data active = a potency from the dose series; note: strong numbers were not always called active
* hit, by the source's call. An excerpt; count on the stated rates, not on these rows.

SMILES	Dengue-2 NS5 capping	Rac1 GTP hydrolysis	RSV antiviral HEp-2
CCCCn1c(N)c(N(CCOC)C(=O)c2c(CC)noc2C)c(=O)[nH]c1=O	-1%	-1%	0.8%
Cc1cc(C)c(S(=O)(=O)N2CCN(C(=O)c3cc(=O)[nH]c4ccccc34)CC2)c(C)c1	-5%	-2%	-0.2%
O=C(CN1CCc2ccccc21)Nc1ccc2c(c1)OCCCO2	-9%	-2%	0.5%
COc1ccc(Cl)cc1NC(=O)COC(=O)CNC(=O)C1CCCCC1	-3%	8%	1.2%
O=C1c2ccccc2NC(c2ccc(-c3ccccc3F)o2)N1O (stereo not given)	-5%	9%	0.3%
COc1ccc(S(=O)(=O)N2CCN(c3nc(-c4cccnc4)nc4ccccc34)CC2)cc1	-7%	6%	24%
CCCNC(=O)C(Cc1ccc(OC)cc1)NC(=O)c1ccc(Cl)cc1 (stereo not given)	-5%	3%	-0.6%
CCNC(=S)Nc1ccc(Oc2ccccc2)cc1	0%	7%	5.6%
CCc1ccc(NC(=O)C2=CC=CN3CCS(=O)(=O)N=C23)cc1	79%	8%	0.9%
Cn1cnc(C(=O)N2CCN(c3ccccc3)CC2)c1C(=O)N1CCN(c2ccccc2)CC1	-4%	3%	-0.9%
O=S(=O)(c1ccc(=S)[nH]c1)N1CCCCC1	0%	5%	-0.1%
Cc1ccc(C(=O)OCC(=O)Nc2ccc(C(N)=O)cc2)s1	-4%	3%	2.0%
COC(=O)c1ccc(-c2c(-c3ccccc3)ncc3cc(OC)c(OC)cc23)cc1	-2%	-6%	2.4%
CC(C)(C)OC(=O)N[C@H](C(=O)OC(C)(C)C)c1ccc(C(F)(F)F)cc1	-4%	6%	0.0%
O=C(COC(=O)c1ccc(O)cc1)NCCc1c[nH]c2ccccc12	-3%	1%	0.3%
COc1ccc(S(=O)(=O)N2CCCCC2)cc1NC(=O)CNc1ccccc1C(C)=O	-11%	7%	4.2%
CCOc1ccc(NC(=O)N(C2CCCCC2)C2CCN(C(C)=O)CC2)cc1	1%	-2%	2.1%
OCC(CBr)(CBr)CBr	-3%	4%	0.5%
CC(=O)Nc1nc2cc(N)ccc2s1	-6%	5%	0.0%
CC(OC(=O)c1cccc(-n2cnnn2)c1)c1nc2ccccc2c(=O)[nH]1 (stereo not given)	-4%	8%	0.8%
Cc1ccc(S(=O)(=O)NCc2ccccc2)cc1C(=O)NCCc1ccc(S(N)(=O)=O)cc1	0%	1%	0.8%
Cc1cc(C)cc(NC(=O)COC(=O)Cc2ccccc2F)c1	-3%	5%	0.5%
Cc1ccc(C)c(NC(=O)CCC(=O)NNS(=O)(=O)c2ccc(Cl)cc2)c1	-4%	-1%	-0.6%
Cc1ccc(S(=O)(=O)CCC(=O)Nc2ccccc2N2CCCC2)cc1	-4%	4%	1.0%
O=C(Nc1cccc(S(=O)(=O)N2CCOCC2)c1)C1CCN(S(=O)(=O)c2ccccc2)CC1	-6%	4%	2.1%
COc1ccc(C(=O)NNC(=O)c2cc(C)nc3ccccc23)cc1	-7%	-1%	1.1%
COc1ccccc1C(C)NC(=O)c1ccc(NC(=O)CC2SC(N3CCCC3)=NC2=O)cc1 (stereo not given)	-1%	9%	0.8%
Cc1sc2nc(CSCC(=O)Nc3ccc(C(=O)N(C)C)cc3)[nH]c(=O)c2c1C	-9%	1%	0.9%
CC1CCCC(C)N1C(=O)COC(=O)C12CC3CC(CC(Cl)(C3)C1)C2 (stereo not given)	-4%	-1%	0.7%
CCCn1c(SCC(=O)Nc2cc(C(=O)O)ccc2C)nc2sc3c(c2c1=O)CCC3	-2%	12%	2.2%

Arranged by molecular weight (ascending): three of the compounds above.
SMILES	Dengue-2 NS5 capping	Rac1 GTP hydrolysis	RSV antiviral HEp-2
OCC(CBr)(CBr)CBr	-3%	4%	0.5%
Cc1ccc(C)c(NC(=O)CCC(=O)NNS(=O)(=O)c2ccc(Cl)cc2)c1	-4%	-1%	-0.6%
O=C(Nc1cccc(S(=O)(=O)N2CCOCC2)c1)C1CCN(S(=O)(=O)c2ccccc2)CC1	-6%	4%	2.1%

Continued.
SMILES	Dengue-2 NS5 capping	Rac1 GTP hydrolysis	RSV antiviral HEp-2
CC(CNC(=O)COC(=O)c1ccco1)c1ccccc1 (stereo not given)	-3%	4%	0.6%
COc1ccc(S(=O)(=O)N2CCCCC2)cc1NC(=O)CNc1ccc(F)cc1C	-4%	8%	0.1%
CSCCC(NC(=O)c1ccccc1Br)C(=O)NNC(=O)c1ccncc1 (stereo not given)	1%	5%	2.8%
O=C(NCCC(=O)N1CCCCCCC1)c1ccc(Br)cc1	-1%	4%	0.7%
C=CCn1c(SCC(=O)N(CC)C2CCS(=O)(=O)C2)nc2sc3c(c2c1=O)CCC3 (stereo not given)	-9%	9%	0.3%
Cc1cc(C(=O)Nc2nnc(C3CC3)s2)c(C)s1	-5%	2%	1.9%
CCN(CC)CCn1c(NS(=O)(=O)c2ccc(C)cc2)nc2ccccc21	-2%	2%	-0.2%
Cn1c(=O)c2c(nc(N3CCOCC3)n2CCNC2=NCCC2)n(C)c1=O	-6%	5%	1.3%
COc1ccccc1Cn1c(-c2ccco2)nc2nc3ccccc3nc21	26%	3%	0.1%
COc1ccc(S(=O)(=O)N2CCN(C(=O)CSC(=S)N3CCCC3)CC2)cc1	-5%	4%	1.6%
Nc1cc(C(=O)OCC(=O)c2ccc(CC(=O)N3CCOCC3)s2)ccc1Cl	-2%	1%	1.2%
Cc1cc(Br)ccc1NC(=O)CNC(=O)c1cnn(C)c1	0%	4%	0.0%
CCN(C(=O)COC(=O)c1ccc(C=O)cc1)c1c(N)n(Cc2ccccc2)c(=O)[nH]c1=O	0%	7%	-1.5%
CS(=O)(=O)c1ccc(NC(=O)CCN2C(=O)NC3(CCCC3)C2=O)cc1	-2%	7%	0.8%
COCCn1c(SCC(=O)NC(=O)Cc2ccccc2)nc2ccccc2c1=O	-1%	1%	-0.2%
CCN(Cc1nc2ccccc2c(=O)[nH]1)C(=O)c1cccc(S(=O)(=O)N2CCc3ccccc32)c1	-6%	7%	1.8%
CCCCN(C(=O)c1ccc(N2CCCC2=O)cc1)c1c(N)n(CCC)c(=O)[nH]c1=O	-3%	5%	-0.6%
COc1cccc(-c2ncc3ccccc3c2COC(=O)c2ccccc2C(=O)O)c1	6%	11%	0.9%
COc1ccc(/C=C/C(=O)OCC(=O)NC2CCCC2)c(OC)c1	-1%	7%	0.7%
COc1ccc(S(=O)(=O)N2CCC(C(=O)Nc3ccc(OC)c(OC)c3)CC2)cc1C	6%	7%	1.7%
CC(NC(=O)CN1CCN(CC(=O)Nc2ccccc2Cl)CC1)c1ccc(Br)cc1 (stereo not given)	-7%	3%	1.0%
Fc1ccccc1-c1cc2ccccc2cn1	-1%	9%	-0.8%
O=C(COc1ccccc1C(=O)NCc1ccccc1)Nc1ccccc1	-1%	3%	-0.9%
Cc1ccc(C)c(S(=O)(=O)N2CCN(c3nc(CN4CCOCC4)nc4sc(C)c(C)c34)CC2)c1	-7%	4%	0.0%
COc1ccc(S(=O)(=O)N2CCN(CCOc3ccc(Br)cc3)CC2)cc1OC	-3%	2%	2.1%
C[C@@]12CCC3[C@@](CCC4[C@@]3(C)CCC[C@@]4(C)C(=O)O)(CC1=O)C2 (stereo not given in full)	-12%	-9%	0.5%
CCOc1ccc(/C=N/NC(=O)Cc2ccccc2)cc1CN1CC2CC(C1)c1cccc(=O)n1C2 (stereo not given)	-9%	4%	1.1%
CCCCN(C(=O)C(C)Oc1ccc(Br)cc1)c1c(N)n(CC(C)C)c(=O)[nH]c1=O (stereo not given)	-13%	0%	-1.6%
O=C(Nc1cccc(S(=O)(=O)NC2=NCCC2)c1)c1ccc(OC(F)F)cc1	-7%	16%	1.0%
O=C(COC(=O)Cn1[nH]c(=O)c2ccccc2c1=O)NNC(=O)c1ccccc1	-6%	0%	1.2%
COc1ccc(CN2CCN(C(=O)c3cc(C4CC4)nn3-c3ccccc3)CC2)cc1F	1%	4%	2.6%
CC(C)(C)OC(=O)N1CCN(C(=O)c2ncn(Cc3ccccc3)c2C(=O)N2CCN(C(=O)OC(C)(C)C)CC2)CC1	65%	11%	0.2%
Cn1c(-c2ccsc2)c(-c2cccs2)c2cc(-c3ccc4[nH]ccc4c3)ccc21	-9%	3%	18%
COc1ccc(-c2oc(=O)c3cc(OC)c(OC)cc3c2/C=C/c2ccc(F)cc2)cc1	-3%	5%	5.3%
Cc1cccc(Oc2ccc(S(=O)(=O)N3CCCCC3)cc2NC(=O)C2=COCCO2)c1	-10%	5%	0.3%
COc1cccc(S(=O)(=O)NC2CCN(C#N)C2)c1 (stereo not given)	-1%	7%	-0.2%
O=C(COc1cccc(F)c1)NNC(=O)Cc1ccc(S(=O)(=O)N2CCOCC2)s1	-12%	7%	0.5%
Cc1cc(NC(=O)CCn2c(=O)sc3ccccc32)no1	1%	6%	0.7%
C=C[C@H](CC(C)C)N(Cc1ccccc1)S(=O)(=O)N(Cc1ccc(OC)cc1)[C@H](C=C)CC(C)C	-1%	12%	8.0%
COc1ccc(CCCCCCOCc2ccccc2)cc1	0%	3%	2.8%
Cc1ccc(C(=O)NCC(=O)OCn2nnc3ccccc3c2=O)cc1	2%	4%	0.8%
Cc1ccc(CONC(=O)c2ccc(Cl)cc2)cc1	4%	-3%	0.7%
CC1(C)CC(=O)C=C(c2cccc(CO)c2)C1	-2%	-3%	-0.4%
COc1cccc(NC(=O)CN2C(=O)NC3(CCCc4ccccc43)C2=O)c1 (stereo not given)	0%	1%	1.6%
O=C(Cn1ccc(NC(=O)OCc2ccccc2)nc1=O)NCC1CCCO1 (stereo not given)	-5%	4%	0.1%
COc1ccc(S(=O)(=O)Nc2ccc(-c3ccc4nnc(C)n4n3)cc2)c(OC)c1	-4%	6%	1.2%
CCOc1ccccc1OCCC(=O)N1CCN(S(=O)(=O)c2ccccc2[N+](=O)[O-])CC1	2%	1%	12%
CCN(CC(=O)Nc1ccc(OC)cc1)CC(=O)Nc1sc2c(c1C(=O)OC)CCCC2	7%	4%	5.4%
O=C(c1cccc(S(=O)(=O)N2CCOCC2)c1)N(CCc1ccccc1)Cc1ccccc1	0%	1%	1.7%
CCC(CO)Oc1cc(NC(=O)c2ccc(F)cc2)c2ncn(C(C)C)c2c1 (stereo not given)	0%	-3%	-0.2%
CCc1cc2c(SCC(=O)Nc3ccc(NC(C)=O)cc3)ncnc2s1	-2%	4%	3.8%
Cc1ccc(S(=O)(=O)N2CCN(C(=O)c3ccc(COc4ccccc4)o3)CC2)cc1	-4%	7%	2.3%
O=C(O)c1cccc2sc3cc(Cl)ccc3c(=O)c12	-6%	1%	5.6%
CCOc1ccccc1C(=O)OCC(=O)NCC1CCCO1 (stereo not given)	-10%	4%	3.1%
Cc1cnc(C(=O)OCC(=O)NCc2cccc(Cl)c2)cn1	-6%	-1%	1.1%
CCc1ccccc1NC(=O)CNC(=O)c1cn(Cc2ccccc2)nc1-c1cccnc1	-7%	7%	1.0%
O=C(Cc1c[nH]c2ccccc12)N1CCN(S(=O)(=O)c2cccc(Cl)c2Cl)CC1	1%	0%	9.8%
Cn1c(CCC(N)=O)nnc1SCC(=O)Nc1ccccc1C(=O)NC1CC1	2%	5%	1.0%
Cc1ccc(S(=O)(=O)N2CCCN(C)c3nc4ccccc4nc32)cc1	8%	1%	2.1%
CCNC(=O)NC(=O)CSc1ccc(S(=O)(=O)N2CCCCC2)cn1	1%	8%	-0.2%

Look-ups from the results shown:
For RSV antiviral HEp-2, O=C(c1cccc(S(=O)(=O)N2CCOCC2)c1)N(CCc1ccccc1)Cc1ccccc1 shows 1.7%
For Dengue-2 NS5 capping, CCOc1ccccc1OCCC(=O)N1CCN(S(=O)(=O)c2ccccc2[N+](=O)[O-])CC1 shows 2%
For RSV antiviral HEp-2, CCN(CC(=O)Nc1ccc(OC)cc1)CC(=O)Nc1sc2c(c1C(=O)OC)CCCC2 shows 5.4%
For Dengue-2 NS5 capping, O=C(Cc1c[nH]c2ccccc12)N1CCN(S(=O)(=O)c2cccc(Cl)c2Cl)CC1 shows 1%
For RSV antiviral HEp-2, CCc1cc2c(SCC(=O)Nc3ccc(NC(C)=O)cc3)ncnc2s1 shows 3.8%

(more compounds)
SMILES	Dengue-2 NS5 capping	Rac1 GTP hydrolysis	RSV antiviral HEp-2
O=C(Cn1ccc(NC(=O)OCc2ccccc2)nc1=O)NCCc1ccccn1	-10%	5%	1.6%
c1ccc2c3n(nc2c1)CCCO3	-5%	9%	1.2%
CCN(CC)C(=O)c1[nH]cnc1C(=O)NCc1ccc(CNC(=O)OC(C)(C)C)cc1	-3%	6%	2.3%
Cc1ccc(NC(=O)C2=NNC(=O)CC2)cc1S(=O)(=O)Nc1ccc(SC(F)F)cc1	-1%	7%	3.5%
CCCN(CC(=O)Nc1ccc(F)c(F)c1F)CC(=O)Nc1c(C)n(C)n(-c2ccccc2)c1=O	1%	7%	0.6%
COC(=O)c1c(-c2ccc(OC)cc2)sc2cc3c(cc12)OCO3	-1%	5%	0.6%
Cc1nc(NC(=O)COC(=O)/C=C/c2ccco2)c(Cl)cc1Cl	3%	10%	-0.4%
CC(C)n1nnnc1SCC(=O)N1CCN(Cc2ccc3c(c2)OCCO3)CC1	5%	6%	0.5%
O=C(NC(Cc1ccc(O)cc1)C(=O)O)c1ccc2c(c1)OCO2 (stereo not given)	-2%	2%	2.0%

Shown in CSV form: two of the compounds above
structure,Dengue-2 NS5 capping,Rac1 GTP hydrolysis,RSV antiviral HEp-2
c1ccc2c3n(nc2c1)CCCO3,-5%,9%,1.2%
CCN(CC)C(=O)c1[nH]cnc1C(=O)NCc1ccc(CNC(=O)OC(C)(C)C)cc1,-3%,6%,2.3%
